Screening results: PubChem BioAssay, several laboratories
CCHFV vOTU inh: blocks the CCHF virus ovarian tumor domain protease; CCHFV vOTU protease, Pep-AMC fluorescence; inhibition, % at 11.5 µM; 0.55% of 370,000 active; in the data active means inhibition above about 30%; further: 0% = vehicle wells with enzyme and 100% = no enzyme wells
Vc quorum ag: quorum light induction in luxS cqsA deficient V. cholerae; V. cholerae BH1578 lux reporter, luminescence, 6 h; activation, % at 18.7 µM; 0.16% of 350,000 active; AID 588436; in the data active means activation mostly above about 9.7%, no sharp cut-off; inconclusive means no clear call, values can overlap the other calls; inactive means mostly below about 3.7%; further: not every result past the cut was called active; inactives centre near 0; reference of the scale not given here
Anthrax LF inh2: anthrax lethal factor protease inhibition | inhibition, % at 10 µM | 0.12% of 360,000 active | AID 588501 | multiplex microsphere protease cleavage assay, LF; further: plate controls were buffer without enzyme for full effect and enzyme alone for no effect
Target sequence (P15917 whole entry, looked up): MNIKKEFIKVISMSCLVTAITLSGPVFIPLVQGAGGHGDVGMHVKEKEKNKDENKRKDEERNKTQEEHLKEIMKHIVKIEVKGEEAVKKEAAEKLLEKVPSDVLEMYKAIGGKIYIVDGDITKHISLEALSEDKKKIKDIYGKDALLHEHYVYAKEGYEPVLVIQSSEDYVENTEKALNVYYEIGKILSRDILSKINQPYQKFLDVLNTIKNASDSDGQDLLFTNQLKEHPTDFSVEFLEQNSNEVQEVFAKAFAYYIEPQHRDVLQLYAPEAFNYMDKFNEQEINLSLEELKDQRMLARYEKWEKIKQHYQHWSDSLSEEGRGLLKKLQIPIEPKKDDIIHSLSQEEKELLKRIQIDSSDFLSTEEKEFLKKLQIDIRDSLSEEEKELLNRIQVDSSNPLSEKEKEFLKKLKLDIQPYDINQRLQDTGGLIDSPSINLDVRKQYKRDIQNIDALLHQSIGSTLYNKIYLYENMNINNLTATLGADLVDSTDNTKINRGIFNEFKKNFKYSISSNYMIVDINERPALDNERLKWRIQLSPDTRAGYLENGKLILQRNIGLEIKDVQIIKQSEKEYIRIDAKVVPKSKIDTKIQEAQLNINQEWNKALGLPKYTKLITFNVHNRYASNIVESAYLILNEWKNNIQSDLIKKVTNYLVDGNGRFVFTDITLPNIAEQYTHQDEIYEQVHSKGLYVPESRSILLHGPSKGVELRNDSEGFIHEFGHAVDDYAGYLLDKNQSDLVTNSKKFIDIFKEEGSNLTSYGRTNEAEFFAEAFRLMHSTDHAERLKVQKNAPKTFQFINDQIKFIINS
PfHsp40 yeast: rescue of PfHsp40-mediated yeast toxicity. S. cerevisiae expressing PfHsp40, growth rescue, ATP luminescence. growth rescue, % at 12.5 µM. 0.68% of 340,000 active; in the data active means growth rescue above about 28%, passing the limit was not always enough; inconclusive means no clear call, values can overlap the other calls;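 further: yeast W303a lacking pdr1 and pdr3 grown in galactose medium; growth measured after three days at 30 °C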
SSB-PriA inh: K. pneumoniae PriA-SSBct interaction inhibition; 0.6% of 430,000 active; AlphaScreen SSBct-PriA binding, biotinylated peptide; inhibition, % at 33 µM; in the data active means inhibition mostly above about 37%, no sharp cut-off; inactive means mostly below about 20%;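 further: plate controls were negative control peptide for no effect and reference peptide for full effect; strong numbers were not always called active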
TcdB GH inh: TcdB glycohydrolase inhibition; P18177; TcdB glycohydrolase enzymatic assay, plate reader; 0.24% of 350,000 active; inhibition, % at 9.99 µM; AID 652162; in the data active means inhibition above about 10%
DUSP3 inh: inhibitors of human VHR1 phosphatase (DUSP3); P51452; recombinant VHR phosphatase, pNPP absorbance; inhibition, % at 13.3 µM; 0.52% of 290,000 active; in the data active means inhibition above about 50%; further: some compounds called inactive have numbers as strong as hits
Target sequence (P51452 whole entry, looked up): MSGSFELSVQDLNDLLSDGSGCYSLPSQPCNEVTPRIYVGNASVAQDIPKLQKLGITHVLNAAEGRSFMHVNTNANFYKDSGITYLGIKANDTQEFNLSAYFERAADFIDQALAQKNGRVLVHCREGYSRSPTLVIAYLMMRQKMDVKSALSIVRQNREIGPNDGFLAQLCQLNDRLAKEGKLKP
BoNT-A LC inh2: BoNT A light chain protease inhibition; multiplex microsphere protease substrate cleavage, flow cytometry; inhibition, % at 10 µM; 0.17% of 360,000 active; AID 588499; further: plate controls were buffer without enzyme for full effect and enzyme alone for no effect
Yp Topo-I inh: blocks Yersinia pestis topoisomerase I activity; Y. pestis Topo-I cleavage product accumulation, plate reader; 0.064% of 360,000 active; activity, % at 10 µM; in the data active means activity above about 50%, passing the limit was not always enough; inconclusive means no clear call, values can overlap the other calls; further: inactives centre near 2
SARS 3CLpro inh: SARS-CoV 3CLpro protease inhibition | P0C6X7 | recombinant SARS-CoV 3CLpro, quenched FRET peptide cleavage | inhibition, % at 6 µM | 0.14% of 290,000 active | AID 1706; in the data active means inhibition above about 12%
Active calls of the source: *; i = inactive; ? = inconclusive; . = no result given; & = joins results of further samples. Unless noted, no stated cut-off is given here; in the data, active means inhibition above about 30%; inconclusive means no clear call, values can overlap the other calls; inactive means below that. These rows are one share of the data; the hit share may differ from the screen's.

SMILES | CCHFV vOTU inh | Vc quorum ag | Anthrax LF inh2 | PfHsp40 yeast | SSB-PriA inh | TcdB GH inh | DUSP3 inh | BoNT-A LC inh2 | Yp Topo-I inh | SARS 3CLpro inh
O=C1NC(c2ccccc2)=NC1(NS(=O)(=O)c1ccc(Cl)cc1)C(F)(F)F (stereo not given) | -2 | i | 1 | -0.4 | -4 | . | 2 | 0.8 | 0 | 4
CCC(Sc1nc2ncccc2[nH]1)C(=O)NC1CCCC1 (stereo not given) | 3 | -0.2 | -4 | -0.1 | -17 | 1.4 | 6 | 0.4 | -2 | -7
CCNC(=O)/C(=C\C=C\c1ccccc1)NC(=O)c1ccc(Br)o1 | 7 | -0.3 | 0 | 0.2 | -8 | . | -8 | -0.4 | 6 | 0
COc1cccc(CN(C)C(=S)Nc2ccc(C)c(C)c2)c1 | -2 | -1.6 | -3 | 2.0 | -1 | 0.5 | -8 | -1.3 | 9 | 4
COc1cc2cnc(-c3ccccc3F)cc2cc1OC | 0 | i | -6 | 0.9 | 0 | -0.2 | . | 0.0 | 18 | .
CCCCCCCCCCS(=O)(=O)N/N=C/c1ccccc1OC | 6 | -0.1 | -1 | 15 | . | . | -4 | -0.6 | 26 | -1
OC1(c2ccc(F)cc2)CC2CCC(C1)N2Cc1nnnn1C1CCCCC1 (stereo not given) | 12 | i | 1 | -1.1 | 1 | 3.0 | 1 | -1.2 | 30 | 6
CC(C)N(Cc1ccc(F)cc1)C(=O)c1cc2ccccc2oc1=O | 6 | 0.2 | . | -0.6 | . | 0.6 | 1 | . | 2 | 3
CCOC(=O)NC(NC(=S)Nc1ccc(OC)cc1)C(Cl)(Cl)Cl (stereo not given) | 9 | 1.3 | -2 | 1.2 | -1 | 0.1 | -8 | -0.7 | -3 | 4
Nc1ccc(C#Cc2ccc3sc4ccccc4c(=O)c3c2)cc1 | 19 | i | 1 | -0.9 | -11 | 0.3 | . | 0.5 | -12 | .
COC(=O)c1ccccc1NC(=O)c1ccccc1SC | 6 | -1.3 | -12 | -0.2 | -35 | . | 13 | -1.0 | 11 | 1
Cc1cc(C)cc(NC(=O)CSc2nnc(CNC(=O)c3ccco3)n2C)c1 | -6 | -1.7 | ? | -0.6 | -2 | 1.1 | . | 3.1 | 8 | .
CCOc1cc2[nH]c(=O)n(CC3CCC(C(=O)NCCC(C)C)CC3)c(=O)c2cc1OCC (stereo not given) | -4 | i | -1 | 0.1 | 6 | 2.1 | . | -0.6 | -3 | .
COc1cccc(N2C(=O)CC(N3CCc4ccccc43)C2=O)c1 (stereo not given) | -8 | -0.5 | -21 | 0.9 | 4 | . | -4 | -0.7 | -18 | -4
CCCCn1c(=O)[nH]c(=O)c2c1nc(-c1ccccn1)n2CC | -12 | -0.3 | 3 | 0.9 | 4 | -0.2 | 1 | 2.2 | 4 | 2

3 compounds drawn at random from the list so far:
SMILES | CCHFV vOTU inh | Vc quorum ag | Anthrax LF inh2 | PfHsp40 yeast | SSB-PriA inh | TcdB GH inh | DUSP3 inh | BoNT-A LC inh2 | Yp Topo-I inh | SARS 3CLpro inh
OC1(c2ccc(F)cc2)CC2CCC(C1)N2Cc1nnnn1C1CCCCC1 (stereo not given) | 12 | i | 1 | -1.1 | 1 | 3.0 | 1 | -1.2 | 30 | 6
COC(=O)c1ccccc1NC(=O)c1ccccc1SC | 6 | -1.3 | -12 | -0.2 | -35 | . | 13 | -1.0 | 11 | 1
CCCCn1c(=O)[nH]c(=O)c2c1nc(-c1ccccn1)n2CC | -12 | -0.3 | 3 | 0.9 | 4 | -0.2 | 1 | 2.2 | 4 | 2

Later entries.
SMILES | CCHFV vOTU inh | Vc quorum ag | Anthrax LF inh2 | PfHsp40 yeast | SSB-PriA inh | TcdB GH inh | DUSP3 inh | BoNT-A LC inh2 | Yp Topo-I inh | SARS 3CLpro inh
Nc1nonc1C(=O)NCCNc1ccc([N+](=O)[O-])cn1 | -1 | i | -3 | -1.4 | 7 | -0.7 | 11 | -0.2 | -6 | -1
COc1ccc([C@H]2C=C3CN(C(=O)OC(C)(C)C)S(=O)(=O)[C@H]3C[C@H]2OC(=O)c2ccc(C(F)(F)F)cc2)cc1 | 0 | 1.0 | 1 | -0.4 | -2 | . | 10 | 0.5 | -1 | .
O=c1cc(/C=C/c2c(F)cccc2Cl)[nH]c2ccccc12 | -27 | -5.1 | -1 | -2.1 | -6 | . | 13 | -0.1 | 1 | 1
CC(C)(C)c1ccc(C(=O)Nc2ccc(CN3CCS(=O)(=O)CC3)cc2)cc1 | 1 | i | -10 | 0.1 | -7 | 2.0 | -15 | -5.0 | 13 | 4
c1ccc2cc(C3OCC4(CCCC4)CO3)ccc2c1 | -6 | i | -2 | . | . | 1.1 | . | 0.5 | 5 | .
COc1ccc(N(CC(=O)Nc2ccccc2SC)S(C)(=O)=O)cc1OC | -62 | -0.8 | -11 | 0.1 | 1 | . | -15 | 0.0 | -1 | -9
CC(C)C(=O)N1CCCC1(C)C(=O)N(C)Cc1cccc2ccccc12 (stereo not given) | -2 | i | -2 | . | . | -0.1 | . | -0.1 | 2 | .
CCOc1ccccc1Nc1ccc(C(=O)O)cc1[N+](=O)[O-] | -3 | -2.9 | 0 | -0.8 | -1 | 0.1 | 3 | -1.3 | 9 | 7
CCOC(=O)c1c(NC(=O)C(NCCN(C)C)c2ccccc2)sc2c1CCCC2 (stereo not given) | -6 | -0.4 | -2 | -0.2 | 2 | 0.5 | 22 | -2.5 | 3 | -3
Cc1ccc(C(=O)NC(C)c2ccc3c(c2)OCO3)s1 (stereo not given) | 4 | i | -2 | 0.5 | -18 | -0.4 | 19 | -0.1 | 6 | 0
Cn1c(=O)c(=O)n(C)c2cc(N3CCCC3)c(NS(=O)(=O)c3ccc(Cl)cc3)cc21 | 24 | -0.6 | 1 | 0.0 | -3 | 1.5 | -32 | 0.2 | 8 | -7
COC(=O)C1=C(c2ccccc2OCc2ccccc2)C[C@@H]2CC[C@H]1N2C(=O)NCc1ccc(N(C)C)cc1 | 5 | i | -5 | 2.0 | 53* | -0.2 | . | -1.0 | 17 | .
CC(C)C(NC(=O)OCc1ccccc1)C(=O)NCC(=O)OC(C)(C)C (stereo not given) | 19 | -0.7 | -2 | 0.4 | 7 | . | 32 | -0.2 | -3 | -1
CCNC(=S)NC1CC2CCCC(C1)N2Cc1ccco1 (stereo not given) | -4 | i | -1 | -0.3 | -10 | . | 27 | -0.3 | 3 | -6
O=C1c2cc([N+](=O)[O-])cc3cc([N+](=O)[O-])cc(c23)C(=O)N1c1ccccn1 | 3 | -0.1 | -3 | 2.2 | 30 | 0.9 | 5 | 0.4 | -23 | 0
Cc1cccc(C)c1Nc1c(-c2ccsc2)nc2ncccn12 | -2 | -0.1 | 2 | 1.6 | -14 | . | 10 | 1.6 | 1 | -1
CC(C)(C)C(=O)NNC(=O)C1CC1(c1ccccc1)c1ccccc1 (stereo not given) | -3 | -1.5 | -5 | -0.3 | 2 | 0.0 | 6 | -1.6 | -4 | 0
CCC(=O)NCCSc1c[nH]c2ccccc12 | 3 | i | 1 | -1.5 | -10 | . | 14 | 0.8 | 0 | 0
OCC#Cc1ncc(C(F)(F)F)cc1Cl | -2 | i | 3 | 0.9 | -1 | . | 29 | -0.2 | -7 | 4
CCCN1C(=O)c2cc(C(=O)Nc3ccccc3OC)ccc2C1Nc1ccccc1OC (stereo not given) | -1 | i | -1 | 1.0 | -4 | 1.2 | 10 | -0.8 | -11 | 5
CC(C(=O)O)N1C(=O)CSC1=S (stereo not given) | 9 | i | 2 | -0.7 | -7 | . | 24 | 0.3 | 0 | -3
COc1ccc(N2CCCn3c2nc2c3c(=O)n(CCc3ccccc3)c(=O)n2C)cc1 | 5 | 5.9 | . | 1.2 | -22 | . | 22 | . | -1 | .
O=C(c1cccc(S(=O)(=O)NCc2ccccc2)c1)N1CCN(c2ccccc2)CC1 | 8 | i | 0 | 1.1 | 7 | -0.2 | . | 4.1 | 25 | .
Cc1cc(C)n(-c2ccc(C(=O)OCC(=O)NC(c3ccccc3)c3ccccc3)cc2)n1 | -3 | -0.3 | 0 | -0.9 | -5 | 0.0 | -4 | -0.2 | 26 | 0
CCOC(=O)c1ccc(NS(=O)(=O)c2cnc[nH]2)cc1 | 8 | -0.3 | 2 | -0.2 | 3 | . | -19 | -1.0 | 0 | 1
CCN(CC)CCCN=C(C)c1c(O)n(C2CCCCC2)c(=O)[nH]c1=O | -11 | i | -1 | -0.7 | -20 | . | 4 | -0.4 | 0 | 0
O=C(CCC(=O)N(CC(=O)NC1CCCC1)Cc1ccc2c(c1)OCO2)Nc1ccccn1 | 14 | i | 0 | -0.9 | -9 | . | -12 | 0.1 | 9 | -6
Cc1cc2cc(CNC(=O)Cc3ccc([N+](=O)[O-])cc3)ccc2n1C | 0 | . | -64 | -2.0 | 25&-3 | 1.0 | -3 | 77* | 2 | 2
CCCc1cc(NCCCn2ccnc2)n2nc(C)c(-c3ccccc3)c2n1 | 11 | i | -2 | -1.3 | 20 | 0.2 | 29 | -0.9 | 49 | 3
CCCN(CCO)Cc1cccc(Oc2ccccc2)c1 | 14 | -0.4 | -4 | -1.7 | -6 | . | -5 | -0.5 | -1 | 1
CCCCCCn1c2c(c(=N)c3c1CCC3)CCC2 | 8 | i | -1 | -0.4 | -6 | . | -17 | ? | 8 | 2
Cc1ccccc1Nc1nc(N)nc(COC(=O)C(NC(=O)c2ccco2)C(C)C)n1 (stereo not given) | 12 | -0.6 | 0 | 5.9 | -11 | . | 7 | 0.0 | 1 | -1
CCc1ccc(N2CC(C(=O)OCC(=O)NNC(=O)c3ccccc3)CC2=O)cc1 (stereo not given) | -3 | -0.8 | . | 0.3 | -12 | 0.9 | . | . | -5 | .
OCCN1CCN(c2nccn3ccnc23)CC1 | -7 | i | 0 | . | . | 0.0 | . | 0.2 | 0 | .
CC(C)c1nc(CNC(=O)C2CCC(=O)N(Cc3ccc(Cl)cc3)C2)no1 (stereo not given) | -8 | -0.4 | 1 | -0.6 | -4 | -0.3 | 20 | -0.2 | 0 | 3
Cn1c2c(c(=O)n3ncnc13)CCCC2 | -13 | -1.1 | 14 | 0.5 | -1 | 2.0 | 8 | ? | -4 | -4
CCSc1nc(C2CC2)cc(-c2cccs2)c1C#N | -12 | -3.7 | 2 | 2.1 | -14 | . | -21 | 1.9 | 1 | -2
NC(=O)c1nsc(C(=O)N(CC(=O)NC2CCCCC2)c2cccc(F)c2)c1N | -8 | -0.2 | 15 | -0.1 | 2 | 0.7 | -23 | 2.6 | -2 | 0
CC(C)(C)C(=O)NNC(=O)c1cc(C(C)(C)C)nn1Cc1ccccc1 | -12 | i | 0 | -0.3 | -20 | 1.5 | 16 | ? | 1 | 4
N#C/C=C(/N)c1ccc(Br)cc1 | 1 | 0.3 | 1 | -0.9 | -9 | . | -23 | 0.2 | -5 | -4
COc1ccc(-n2c(C)cc(C(=O)COC(=O)c3cc(NC(=O)c4cccs4)c(OC)c(OC)c3)c2C)cc1 | -5 | -0.4 | 0 | -0.4 | 5 | 0.0 | -18 | 0.7 | -4 | -4
Cc1cc(C)c2c(=O)n(CC(=O)Nc3cccc(Cl)c3C)sc2n1 | -3 | -0.1 | 1 | -0.8 | -10 | 1.1 | -16 | 54* | 4 | 0
CC(=O)c1c(O)cc2c3c1OC(C)(C)C1CCC(C)(CC31)O2 (stereo not given) | 22 | -0.5 | -13 | . | . | 0.3 | . | -0.7 | 5 | .
CNC(=O)C(=O)N/N=C/c1ccc(Br)cc1 | -5 | -1.7 | -3 | 1.0 | . | 1.8 | -8 | -0.8 | 5 | 0
COc1ccc(-c2nnc(NC(=O)CSc3ccc(C)cc3)s2)cc1OC | 7 | -0.3 | -1 | 0.8 | -4 | -0.8 | 6 | 0.0 | -1 | -2
